SNCA expr inhib: reduces expression of the alpha-synuclein gene; 140,000 tested, 0.17% active; Potency, µM (titrated, usually from 57.2 µM), for inactives: at the highest dose activity change, negative = inhibition, actives largely listed as inhibitors; HEK-293 SNCA-luciferase knock-in, luminescence, 24 h; AID 1671194;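 further: potency means the concentration at half of the fitted maximal effect; plate controls were DMSO cells for no effect and cell-free wells for full effect; nearly all actives have a fitted effect of over 45% in size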
SNCA viab count: counter-screen for SNCA expression inhibitors: cell viability; HEK-293-SNCA-luc viability, GF-AFC fluorescence, 24 h; Potency, µM (top dose mostly 57.1 µM), for inactives: at the top dose activity change, negative = cytotoxicity, most hits filed as cytotoxic; 150,000 tested, 0.12% active; AID 1671193;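 further: potency means the concentration at half of the fitted maximal effect; 0% = DMSO-treated cells and -100% = medium-only wells without cells; nearly all actives have a fitted effect of over 30% in size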
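HEK-293-SNCA-luc cells (1500/well) plated 24 h, then exposed 24 h to a dilution series; GF-AFC added 30 min at 37C, fluorescence 405/540 nm; normalised to medium-only and DMSO wells, Hill fit.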
IP6K1 inh: IP6K1 kinase inhibition. Q92551. IP6K1 kinase, ADP-Glo luminescence, 2 h; active compounds read low. activity change, % (series mostly up to about 58 µM). 140,000 tested, 0.81% active. AID 1645851; in the data active means activity change below about -25%
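ADP-Glo luminescence measures ADP made by human IP6K1 during a 2 h RT reaction with ATP/IP6 (mix at 1.3 mM/130 uM); top library doses 57.5 and 19.1 uM final.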
HEK cytotox: HEK 293 cell cytotoxicity; HEK 293 viability, ATP luminescence (CellTiter-Glo), 48-72 h; Potency, µM (series often up to 115 µM), without a hit: at the top dose activity change, negative = cytotoxicity, hits mostly inhibitors; 94,000 tested, 6.6% active; further: potency means the concentration at half of the fitted maximal effect; nearly all actives have a fitted effect of over 60% in size
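Luminescence from cellular ATP, measured with CellTiter-Glo, indicates HEK 293 viability. Cells plated at 250 cells/well are treated with compound for 48 or 72 hr at 37 degree Celsius before reagent addition.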
GPT2 inhibitor: GPT2 alanine aminotransferase inhibition. 100,000 tested, 0.25% active. Q8TD30. Recombinant GPT2, coupled pyruvate oxidase/HRP Amplex Red fluorescence. AID 1671188. Potency, µM (series often up to 57.7 µM), for inactives: top-dose activity change, negative = inhibition, actives largely listed as inhibitors; further: potency means the concentration at half of the fitted maximal effect; nearly all actives have a fitted effect of over 60% in size; many of its hits are not listed in these tables
Target sequence (Q8TD30 whole entry, looked up): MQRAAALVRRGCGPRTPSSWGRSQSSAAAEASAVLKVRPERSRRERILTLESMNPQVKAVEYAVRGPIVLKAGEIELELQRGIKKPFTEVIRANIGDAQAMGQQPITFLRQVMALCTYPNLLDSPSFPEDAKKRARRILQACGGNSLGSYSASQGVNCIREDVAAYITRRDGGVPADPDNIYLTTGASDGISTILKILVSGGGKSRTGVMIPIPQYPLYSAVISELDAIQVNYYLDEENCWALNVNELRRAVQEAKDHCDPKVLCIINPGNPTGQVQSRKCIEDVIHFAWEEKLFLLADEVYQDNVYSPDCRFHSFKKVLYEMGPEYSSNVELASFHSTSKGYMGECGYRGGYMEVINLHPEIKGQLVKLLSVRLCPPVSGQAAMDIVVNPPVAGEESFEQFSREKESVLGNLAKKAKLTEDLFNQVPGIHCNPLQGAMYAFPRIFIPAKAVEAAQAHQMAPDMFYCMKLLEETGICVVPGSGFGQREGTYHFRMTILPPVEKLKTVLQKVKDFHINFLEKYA
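Fluorescence read-out: pyruvate from GPT2 turnover coupled to pyruvate oxidase, HRP and Amplex Red (0.2mM ThPP, 0.2U/mL PO and HRP, 50uM Amplex final). Substrates 250uM a-KG, 2mM L-alanine; enzyme 10ng/uL; 30 min RT.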
FLuc inh: inhibitors of firefly (Photinus pyralis) luciferase. Potency, µM (highest dose often 115 µM), without a hit: at the top dose activity change, negative = inhibition, usual class: inhibitors. 76,000 tested, 2.5% active. purified P. pyralis luciferase, luminescence, biochemical. P08659; further: potency means the concentration at half of the fitted maximal effect; nearly all actives have a fitted effect of over 65% in size
Target sequence (P08659 whole entry, looked up): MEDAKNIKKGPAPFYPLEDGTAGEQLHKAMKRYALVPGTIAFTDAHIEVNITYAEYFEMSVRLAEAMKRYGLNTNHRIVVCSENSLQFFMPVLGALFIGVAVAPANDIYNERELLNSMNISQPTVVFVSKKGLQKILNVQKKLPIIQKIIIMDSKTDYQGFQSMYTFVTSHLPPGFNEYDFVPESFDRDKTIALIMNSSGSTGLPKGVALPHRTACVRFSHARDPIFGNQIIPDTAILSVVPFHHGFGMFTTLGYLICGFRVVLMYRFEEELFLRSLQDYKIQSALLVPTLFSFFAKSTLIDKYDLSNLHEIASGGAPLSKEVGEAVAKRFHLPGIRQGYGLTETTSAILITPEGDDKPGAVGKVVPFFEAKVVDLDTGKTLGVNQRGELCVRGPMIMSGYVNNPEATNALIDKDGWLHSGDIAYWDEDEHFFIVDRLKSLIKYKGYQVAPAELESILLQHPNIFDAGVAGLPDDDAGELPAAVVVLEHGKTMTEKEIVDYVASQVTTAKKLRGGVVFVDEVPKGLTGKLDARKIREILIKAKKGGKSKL
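Biochemical qHTS: compound (6-point titration) added to 10uM D-luciferin plus 10uM ATP in Tris acetate pH 7.5 buffer with Mg, Tween-20 and BSA, then purified enzyme at 10nM; light output imaged.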
3T3 cytotox: NIH 3T3 cell cytotoxicity | NIH 3T3 viability, CellTiter-Glo ATP luminescence, 48-72 h | Potency, µM (series often up to 96.7 µM), without a hit: at the top dose activity change, negative = cytotoxicity, actives largely listed as inhibitors | AID 1345082 | 94,000 tested, 4.3% active; further: potency means the concentration at half of the fitted maximal effect; nearly all actives have a fitted effect of over 55% in size
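Cells were seeded at 400 per well, treated with pin-transferred compound, and kept 48 or 72 hr at 37 °C before CellTiter-Glo addition and luminescence imaging of cellular ATP.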
* hit, by the source's call; i = inactive; ? = inconclusive; . = not tested or not shown; [ ] = another dose, or the depositor's remark. Unless noted, the call rests on the fitted dose curve; in most records, active means well fitted curve in the direction sought with a large enough effect; inconclusive means small, poorly fitted or top-dose-only effect, or another doubt; inactive means no such curve, though single readings can be large; an effect the other way counts as inactive or inconclusive. Unless noted, on the % scale 0 is the no-effect control and ±100 the full control effect.

Field names: A = SNCA expr inhib; B = SNCA viab count; C = IP6K1 inh; D = HEK cytotox; E = GPT2 inhibitor; F = FLuc inh; G = 3T3 cytotox
COc1ccc(C(=O)NCCn2ccn3nc(-c4ccc(F)cc4)cc3c2=O)cc1OC
  A = 5%	B = ?	C = -8	D = ?	E = i	F = ?	G = ?
N#Cc1c(C(F)(F)F)cc(-c2cccs2)nc1SCC(=O)Nc1cccc(C(F)(F)F)c1
  A = -5%	B = 7%	C = -1	D = .	E = .	F = .	G = .
COc1ccc(OCC(=O)N2CCC(Cc3nc(-c4cnccn4)no3)CC2)cc1
  A = -11%	B = 2%	C = 8	D = -5%	E = i	F = -7%	G = ?
Cc1ccc(CNC(=O)c2cnc(N3CCCC3)nc2C)cc1
  A = 23%	B = 16%	C = -7	D = .	E = .	F = .	G = .
Cc1ccccc1S(=O)(=O)N1CCCC(Cc2noc(-c3cccnc3)n2)C1 (centres undefined)
  A = ?	B = -12%	C = 11	D = ?	E = i	F = -5%	G = -22%
O=C1[C@@H]2C[C@@H](O)CN2C2(CN(C3CCOCC3)C2)C(=O)N1Cc1ccccc1
  A = 4%[87.6 µM]	B = 3%[87.6 µM]	C = 2	D = i	E = i	F = 3%[172 µM]	G = -1%[174 µM]
CCN1C(=O)COC[C@@H]1[C@H](O)c1ccc(NC(=O)COc2ccccc2)cc1
  A = -27%[87.6 µM]	B = 7%[87.6 µM]	C = 4	D = -24%[172 µM]	E = i	F = -9%[172 µM]	G = -24%[174 µM]
Cc1ccc([S+](=O)([O-])N2CCCC2C(=O)N2CCC(N3Cc4ccccc4C3=O)CC2)cc1 (centres undefined)
  A = 28%	B = -5%	C = 17	D = ?	E = i	F = .	G = ?
Cc1ccccc1C(=O)N1CCCN(CCn2nc3n(c2=O)CCCC3)CC1
  A = .	B = .	C = 12	D = -3%	E = .	F = .	G = -17%
Cc1cc(C(F)F)n2nc(C(=O)Nc3cc(Cl)ccc3C)nc2n1
  A = -4%	B = -3%	C = 12	D = .	E = .	F = .	G = .
Cc1ccc(-c2cc(-c3coc4ccccc4c3=O)c3c(n2)-c2ccccc2OC3)cc1
  A = 4%	B = 8%	C = 2	D = .	E = .	F = .	G = .
Cc1ccccc1C(=O)NC1CCN(c2ccc3nnc(-c4ccccc4)n3n2)C1 (centres undefined)
  A = .	B = .	C = -11	D = ?	E = .	F = .	G = ?
O=C(Nc1ccnn1C1CCN(Cc2ccc3c(c2)CCO3)CC1)c1ccccc1Cl
  A = 8%	B = -5%	C = 5	D = ?	E = -17%	F = 0%	G = -28%
Cc1ncoc1C(=O)N1CCCCCC1c1nnc(-c2ccccc2)o1 (centres undefined)
  A = 13%	B = -9%	C = -5	D = -14%	E = -27%	F = -7%	G = -12%
CCN1c2cc(C(=O)Nc3ccc(Cl)cc3)ccc2C(=O)N2CCCCC21 (centres undefined)
  A = ?	B = 23%[12.5 µM]	C = 1	D = ?	E = -9%	F = -8%	G = ?
CCOc1ccc(C(=O)Nc2nnc(SCc3cc(=O)n4ccccc4n3)s2)cc1
  A = 74%[activator]	B = 2%	C = -16	D = .	E = .	F = .	G = .
COc1ccc(C2CC(=O)c3cc(-c4nc(-c5cccc([N+](=O)[O-])c5)cs4)c(=O)n(-c4cccc(C)c4)c3C2)cc1 (centres undefined)
  A = -21%	B = -2%	C = 18	D = .	E = .	F = .	G = .
CCOC(=O)C1CCCN(S(=O)(=O)c2ccc3c(c2)CCCN3C(C)=O)C1 (centres undefined)
  A = ?	B = 1%	C = 1	D = .	E = .	F = .	G = .
CCC(=O)N1CCc2cc(Br)cc(S(=O)(=O)N3CCCC(C(=O)NCc4ccccc4)C3)c21 (centres undefined)
  A = 7%	B = 3%	C = 1	D = .	E = .	F = .	G = .
COc1ccc(N2CCN(c3nc(C(=O)N4CCCC(C)C4)cs3)CC2)cc1 (centres undefined)
  A = 4%	B = -25%	C = -5	D = ?	E = -27%	F = ?	G = ?
O=C(Nc1ccc2c(c1)OCO2)C1CCCN(c2cn[nH]c(=O)c2)C1 (centres undefined)
  A = 54%[activator]	B = -9%	C = 1	D = -11%	E = i	F = ?	G = -9%
Cc1ccc(OCCCCn2nnc3sc4c(c3c2=O)CCC(C)C4)cc1 (centres undefined)
  A = 3%	B = 8%	C = -6	D = .	E = .	F = .	G = .
CCOc1ccc(-c2cc(C(=O)N3CCN(c4cccc(C)c4)C(C)C3)c3ccccc3n2)cc1 (centres undefined)
  A = 2%	B = -10%	C = -15	D = .	E = .	F = .	G = .
O=c1cc(N2CCOCC2)oc2c(NCC3CCOCC3)nccc12
  A = ?	B = ?	C = -10	D = -9%[172 µM]	E = 4%[88.5 µM]	F = -15%[172 µM]	G = 28µM*
N#Cc1cccc(CN2CCC3(CC2)CC(Cc2nc(C4CC4)no2)CCO3)c1 (centres undefined)
  A = -7%	B = ?	C = 2	D = 45µM*	E = -2%	F = 2%	G = ?
Cc1ccc(N2CC(NC(=O)c3ccc(S(=O)(=O)N(C)C)cc3)CC2=O)cc1C (centres undefined)
  A = -5%	B = -18%	C = 4	D = .	E = .	F = .	G = .
CCCN1C(=O)c2[nH]nc(-c3ccccc3)c2C1c1cccc(O)c1 (centres undefined)
  A = 27%	B = ?	C = -11	D = .	E = .	F = .	G = .
COc1cccc(CN2CCCC(COc3ccccc3C(=O)NC(C)C)C2)n1 (centres undefined)
  A = -14%	B = ?	C = 10	D = -15%	E = i	F = -3%	G = 0%
O=C(C[C@@H]1CCNC[C@@H]1Cc1cc(-c2ccc(F)cc2)on1)Nc1ccccc1
  A = -36%[87.6 µM]	B = ?	C = 1	D = 40µM*	E = -5%[88.5 µM]	F = -3%[172 µM]	G = 35µM*
COc1ccc(-c2nc(CSCC(=O)NCCc3ccc(C)cc3)c(C)o2)cc1OC
  A = 11%	B = -5%	C = 3	D = .	E = .	F = .	G = .
O=C(O)CCC(=O)NC[C@H]1Cn2c(-c3cccc(Cl)c3)cnc2CO1
  A = 4%[87.6 µM]	B = 1%[87.6 µM]	C = 9	D = i	E = -5%[88.5 µM]	F = 8%[172 µM]	G = i
CCOc1cc2[nH]c(=O)n(CCCC(=O)N3CCN(c4ccc(OC)cc4)CC3)c(=O)c2cc1OCC
  A = -1%	B = 11%	C = 4	D = .	E = .	F = .	G = .
CCO[C@H]1CN(Cc2cnc(-c3ccccc3C)s2)C[C@@H]1O
  A = 29%	B = 0%	C = -9	D = ?	E = 2%	F = 0%	G = -17%
CCOc1cccc(NC(=O)C2CC(=O)N(C)C(=Nc3ccc(OC)cc3)S2)c1 (centres undefined)
  A = 0%	B = 1%	C = 18	D = .	E = .	F = .	G = .
CNC(=O)[C@@H](c1ccccc1)N1CCC[C@H]1C(=O)N1CCC1
  A = -1%[87.6 µM]	B = 8%[87.6 µM]	C = -3	D = -13%[172 µM]	E = -12%[88.5 µM]	F = -8%[172 µM]	G = 0%[174 µM]
COC(=O)c1ccc(-n2nnc(-c3nsc(NC(=O)c4ccc(Cl)cc4)n3)c2C)cc1
  A = 1%	B = 0%	C = 9	D = .	E = .	F = .	G = .
CCCN(CCC)CCCNC(=O)c1cc2c(-c3ccc(Cl)cc3)nn(C)c2s1
  A = 30%[activator]	B = -5%	C = 19	D = .	E = .	F = .	G = .
Cc1nn(CC(=O)N2CCN(c3ccccc3)CC2)c(=O)c2cc3sccc3n12
  A = -17%	B = 9%	C = -5	D = .	E = .	F = .	G = .
COC1CC(=O)C23C(=O)NC(CC(C)C)C2C(C)C(C)=CC3/C=C(\C)CCCC1O (centres undefined)
  A = .	B = 5%[23.9 µM]	C = 7	D = .	E = i	F = .	G = .
Cc1cc(C(=O)N2CCOC(Cc3cccc(C(F)(F)F)c3)C2)nn1C (centres undefined)
  A = 26%	B = 10%	C = 34	D = ?	E = -23%	F = -7%	G = -6%
O=C(NC[C@H]1OC[C@@H](NCc2ccccn2)[C@@H]1O)c1ccccc1
  A = 2%[87.6 µM]	B = 6%[87.6 µM]	C = 8	D = -15%[172 µM]	E = i	F = -10%[172 µM]	G = -15%[138 µM]
COc1ccc(C2(C(=O)N3CCC4(CC3)CC(C(=O)N3CCOCC3)N(C)C4)CC2)cc1 (centres undefined)
  A = 27%	B = ?	C = -6	D = -22%	E = ?	F = -14%	G = -19%
COc1cccc(-c2ccc(CN3CCCC(N[S+](=O)([O-])c4cccc(C(F)(F)F)c4)C3)cc2)c1 (centres undefined)
  A = .	B = .	C = 0	D = ?	E = .	F = .	G = ?
O=C(NCc1ccccc1)C1CN(c2ccnc3ccnn23)C1
  A = -16%[87.6 µM]	B = 1%[87.6 µM]	C = 2	D = ?	E = -7%[88.5 µM]	F = .	G = ?
O=C(C1CCOCC1)N1CCN(C(=O)N2CC3CC(C2)[C@H]2CCCC(=O)N2C3)CC1 (some centres undefined)
  A = -3%	B = 22%	C = 11	D = -5%	E = i	F = -3%	G = -7%
COc1cccc(CCc2nc(-c3nnn4c3COC(c3ccc(Cl)cc3)C4)no2)c1 (centres undefined)
  A = -22%	B = -3%	C = -5	D = -5%	E = i	F = 0%	G = i
O=C(c1ccccc1F)N1CCCN(c2ccc3nnc(C4CC4)n3n2)CC1
  A = .	B = .	C = 7	D = i	E = .	F = .	G = -23%
Cc1cccc(CCNC(=O)C2CCN(c3nc4ccccc4nc3C(F)(F)F)CC2)c1
  A = -8%	B = 4%	C = -4	D = .	E = .	F = .	G = .
O=C(Cc1cccnc1)N[C@H]1CCOC[C@H]1C1CCOCC1
  A = -9%	B = 7%	C = -4	D = -14%	E = -8%	F = 2%	G = 0%

For reference, part of the list above:
Field names: A = SNCA expr inhib; B = SNCA viab count; C = IP6K1 inh; D = HEK cytotox; E = GPT2 inhibitor; F = FLuc inh; G = 3T3 cytotox
COC(=O)c1ccc(-n2nnc(-c3nsc(NC(=O)c4ccc(Cl)cc4)n3)c2C)cc1
  A = 1%	B = 0%	C = 9	D = .	E = .	F = .	G = .
CCCN(CCC)CCCNC(=O)c1cc2c(-c3ccc(Cl)cc3)nn(C)c2s1
  A = 30%[activator]	B = -5%	C = 19	D = .	E = .	F = .	G = .
Cc1nn(CC(=O)N2CCN(c3ccccc3)CC2)c(=O)c2cc3sccc3n12
  A = -17%	B = 9%	C = -5	D = .	E = .	F = .	G = .
COC1CC(=O)C23C(=O)NC(CC(C)C)C2C(C)C(C)=CC3/C=C(\C)CCCC1O (centres undefined)
  A = .	B = 5%[23.9 µM]	C = 7	D = .	E = i	F = .	G = .
Cc1cc(C(=O)N2CCOC(Cc3cccc(C(F)(F)F)c3)C2)nn1C (centres undefined)
  A = 26%	B = 10%	C = 34	D = ?	E = -23%	F = -7%	G = -6%
O=C(NC[C@H]1OC[C@@H](NCc2ccccn2)[C@@H]1O)c1ccccc1
  A = 2%[87.6 µM]	B = 6%[87.6 µM]	C = 8	D = -15%[172 µM]	E = i	F = -10%[172 µM]	G = -15%[138 µM]

Screens: PubChem BioAssay, National Center for Advancing Translational Sciences (NCATS)
